SIAH1 antagonists = Siah-1 peptide-binding antagonists, primary screen, biochemical, fluorescence polarization, rhodamine-plectin, uHTS (AID 1817). 290,000 compounds, 0.02% hits. E3 ubiquitin-protein ligase SIAH1 (Homo sapiens). Siah-1 / rhodamine-plectin peptide fluorescence polarization; higher % means a stronger effect. displacement, % at 20 µM; hits with a dose series show IC50 in µM;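 active means displacement of at least 50% at 20 µM, with a fluorescence ratio check between 0.3 and a set limit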;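 further: plate controls were Siah plus tracer with DMSO for no effect and tracer alone without Siah for full effect; strong numbers were not always called active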
AID2073 = inhibitors of Mint1-CaV2.2 protein interaction, biochemical, HTRF (AID 2073) | HTRF protein-protein interaction, Mint1-CaV2.2; higher % means a stronger effect | inhibition, % at 20 µM, or IC50 in µM where a hit was titrated | 290,000 compounds, 0.19% hits; in the data active means inhibition mostly above about 51%, no sharp cut-off; inconclusive means no clear call, values can overlap the other calls; inactive means mostly below about 53%; further: some results filed as inactive read as strong as hits
NTR1 agonist = agonists of NTR1, primary screen, imaging, U2OS cells, beta-arrestin-GFP, high content (AID 493036). Neurotensin receptor type 1 (Homo sapiens), P30989. NTR1-U2OS beta-arrestin-GFP spot imaging, agonist mode. activation, % at 20 µM. 330,000 compounds, 0.17% hits;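 active means activation at or above 40% of the spot to cytoplasm intensity ratio, with at least 20 cells analyzed; inconclusive means wells under 20 cells, flagged as cytotoxic or low count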;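 further: 0% = DMSO without peptide and 100% = 100 nM NTR1 peptide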
Target sequence (P30989 whole entry, looked up): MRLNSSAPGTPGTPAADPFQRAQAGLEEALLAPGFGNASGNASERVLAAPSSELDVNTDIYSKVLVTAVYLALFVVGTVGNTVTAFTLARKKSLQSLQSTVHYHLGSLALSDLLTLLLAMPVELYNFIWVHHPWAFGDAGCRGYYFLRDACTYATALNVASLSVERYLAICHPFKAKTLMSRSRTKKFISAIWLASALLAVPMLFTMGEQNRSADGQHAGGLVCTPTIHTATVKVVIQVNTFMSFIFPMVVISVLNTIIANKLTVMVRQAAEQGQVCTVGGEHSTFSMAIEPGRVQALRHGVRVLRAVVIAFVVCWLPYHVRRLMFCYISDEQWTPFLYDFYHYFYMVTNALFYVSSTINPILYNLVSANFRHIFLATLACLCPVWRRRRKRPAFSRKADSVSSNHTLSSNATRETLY
UTI89 phage lysis = inhibition of K1F phage lysis, E. coli UTI89, bacterial capsule biogenesis inhibitors, alamar blue (AID 488966); E. coli UTI89 K1F phage lysis, alamar blue, 2 h; higher % means a stronger effect; 340,000 compounds, 0.02% hits; one-dose inhibition, % at 100 µM; IC50 in µM for titrated hits;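 active means phage lysis inhibition, versus mean bacterial control, above a set limit; inconclusive means no clear call, values can overlap the other calls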;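 further: capsule biogenesis inhibitors block K1F phage lysis so surviving cells raise fluorescence; higher fluorescence means more inhibition of phage lysis; actives were called in the ten point dose series up to 300 µM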
SV40 large T antigen = SV40 large T antigen inhibitors, biochemical (AID 1903). SV40 large T antigen ATPase/helicase inhibition assay; higher % means a stronger effect. 310,000 compounds, 0.39% hits. inhibition, % at 20 µM, or IC50 in µM where a hit was titrated; in the data active means a potency from the dose series; inconclusive means inhibition mostly from about 32% at the one dose, without a potency; inactive means the rest, 99 in 100 with inhibition below about 32%; further: strong numbers were not always called active
West Nile antiviral = West Nile virus antiviral activity, cell-based, CPE readout (AID 1621) | West Nile virus-infected cells, CPE inhibition; higher % means a stronger effect | CPE inhibition, % at 10 µM; hits with a dose series show IC50 in µM | 290,000 compounds, 0.02% hits; in the data active means a potency from the dose series; inconclusive means CPE inhibition mostly from about 3.7% at the one dose, without a potency; inactive means the rest, 99 in 100 with CPE inhibition below about 2.2%; further: strong numbers were not always called active
RSV antiviral HEp-2 = RSV antiviral activity via CPE protection, HEp-2 cells, primary 10 µM value included (AID 2391) | HEp-2 cells, RSV-induced CPE inhibition; higher % means a stronger effect | 310,000 compounds, 0.13% hits | CPE inhibition, % at 10 µM; hits with a dose series show IC50 in µM; in the data active means a potency from the dose series; inconclusive means CPE inhibition mostly from about 23% at the one dose, without a potency; inactive means the rest, 99 in 100 with CPE inhibition below about 21%; further: strong numbers were not always called active
NS5 inhibitors = Dengue-2 NS5 methyltransferase inhibitors, primary screen, biochemical, confirmation dose response (AID 588689). Dengue-2 NS5 methyltransferase capping enzyme assay, biochemical; higher % means a stronger effect. inhibition, % at 25 µM; hits with a dose series show IC50 in µM. 340,000 compounds, 0.3% hits. Genome polyprotein (Dengue virus type 2 (strain 16681-PDK53)); in the data active means a potency from the dose series; inconclusive means inhibition above about 29% without an active follow-up result
Rac1 GTP hydrolysis = MgcRacGAP GTPase-activating activity inhibitors, confirmation, biochemical, ADP Hunter fluorescence. Rac GTPase-activating protein 1 (Homo sapiens). MgcRacGAP-stimulated Rac1 GTP hydrolysis, ADP Hunter fluorescence; higher % means a stronger effect; GST-tagged Rac1 F28L mutant substrate. one-dose inhibition, % at 30 µM; IC50 in µM for titrated hits. 340,000 compounds, 0.6% hits. AID 624330, 2012;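 active means first-screen hits whose inhibition reached a set limit at any dose in the follow-up dose series; inconclusive means inhibition above the set first-screen limit but never retested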;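 further: fluorescence reports GDP produced by GAP-driven GTP hydrolysis; strong numbers were not always called active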
NTR1 agonist cell count 20 µM = second read-out of NTR1 agonist, no call of its own (marks repeat the call); cell count; measured here: cell count, cytotoxicity flag
NS5 inhibitors pilot replicate = further read-out of NS5 inhibitors, marked with its call; inhibition, %; measured here: pilot screen replicate inhibition
Active calls of the source: *; ? = inconclusive; . = no result given; & = joins results of further samples; [ ] = dose if it differs, or a comment.

SMILES	SIAH1 antagonists	AID2073	NTR1 agonist	NTR1 agonist cell count 20 µM	UTI89 phage lysis	SV40 large T antigen	West Nile antiviral	RSV antiviral HEp-2	NS5 inhibitors	Rac1 GTP hydrolysis	others
CC[n+]1c(/C=C2\Sc3ccccc3N2C)ccc2cccc(C)c21	-6%	-2%	.	.	-0.2%	15%	-1.0%	.	-79%	56µM*
Nc1ccc2c(c1)C/C(=C/c1ccco1)C2=O	53%	88%*	-1.2	52	-2.1%	-2%&12%	0.3%	1.8%	19%	?
COc1ccccc1CNC(=O)CN1C(=O)NC(C)(c2ccc(C)cc2)C1=O (stereo unspecified)	-4%	?	47*	42*	0.2%	-1%	-0.5%	1.7%	-8%	4%
Cc1ccc(NC(=O)CSc2ccc(-c3cccnc3)nn2)c(C)c1	-6%	15%	-0.2	62	0.3%	1%	0.2%	2.4%	-9%	2%
CCOC(=O)c1cnc(=O)[nH]c1C	4%	0%	1.1	76	.	.	0.1%	0.9%	.	.
COc1ccccc1C(=O)NC(=O)COC(=O)CNC(=O)c1ccc(Cl)c([N+](=O)[O-])c1	.	.	2.1	66	1.5%[50 µM]	7%	.	-0.9%	1%	3%
COc1ccccc1/C=C(/C(=O)NCCCn1ccnc1)c1ccccc1	3%	0%	0.5	34	-0.1%	-7%	-0.9%	-0.5%	-2%	3%
COCCCNC(=O)c1ccc2c(=O)n(Cc3ccc(OC)cc3)c(=O)[nH]c2c1	4%	7%	1.9	54	0.5%[50 µM]	17%	0.0%	-0.5%	-2%	-4%
CC(C)(C)OC(=O)N1Cc2ccccc2C[C@H]1C(=O)NCC(=O)NC1CCCCC1	3%	10%	-0.1	54	0.0%	7%	-0.4%	0.6%	-1%	6%
C=CCn1c(SCC(=O)NC2CCCC2)nnc1-c1cccnc1	0%	-5%	0.1	89	1.4%[50 µM]	3%	-0.4%	0.8%	-1%	9%
Cc1ccc2c(C)c(C(=O)N(Cc3ccc(F)cc3)C3CCS(=O)(=O)C3)oc2c1 (stereo unspecified)	-6%	3%	5.9	59	0.6%	7%	0.1%	7.1%	6%	8%
O=C(NS(=O)(=O)N1CCOCC1)C1=C(N2CCCC2)COC1=O	.	.	2.6	69	0.2%	.	.	.	2%	7%
O=C(Nc1cccc(S(=O)(=O)NC2=NCCC2)c1)c1ccccc1OC(F)F	.	.	3.0	13	0.4%[50 µM]	13%	.	0.0%	-2%	10%
CC(=O)N1c2ccc(S(=O)(=O)N3CCC(C(=O)Nc4cccc(C(F)(F)F)c4)CC3)cc2CC1C (stereo unspecified)	-1%	12%	0.6	70	-0.1%	-21%	2.5%	0.4%	1%	-1%
CCCOc1ccc(CN(CCO)CCO)cc1[N+](=O)[O-]	10%	-3%	0.4	69	0.1%	5%	-0.3%	0.9%	-5%	1%
CCOC(=O)c1ccc(NC(=O)CSc2nnc(Cc3cccs3)n2C)cc1	0%	4%	4.3	31	1.1%	9%	-0.2%	2.4%	-1%	14%
Cc1ccc(Cn2c(=O)cc(C(=O)O)c3ccccc32)cc1	2%	11%	-1.4	45	6.3%	1%	-0.9%	0.3%	-5%	4%
CCOC(=O)c1sc(-c2cccc([N+](=O)[O-])c2)cc1N	4%	14%	9.0	58	-0.2%	9%	-0.2%	-0.1%	1%	8%
CC(C)c1ccc(NC(=O)C(c2ccc3c(c2)OCO3)N2CCC3(CC2)OCCO3)cc1 (stereo unspecified)	-2%	-4%	-1.8	57	2.4%	1%	-0.8%	7.4%	0%	3%
CCOc1ccc(N(CC(=O)NC2CCCCC2)C(=O)CCC(=O)Nc2nc(C)cs2)cc1	9%	0%	-1.8	53	0.1%	4%	-1.0%	0.8%	-8%	8%
COc1ccc(OC)c(CCNC(=O)CCCC(=O)n2ncc3cc(C)ccc32)c1	-2%	4%	-0.5	49	6.0%	12%	1.0%	1.4%	-6%	3%
Cc1ccccc1C(=O)NC(C)C(c1cccs1)N1CCOCC1 (stereo unspecified)	-2%	-1%	0.3	51	-0.2%	5%	0.6%	-0.3%	-3%	3%
CC(=O)C1=C(O)C(=O)N(c2ccc(O)cc2)C1c1ccc(F)cc1 (stereo unspecified)	-3%	?	0.1	50	0.1%	22%	0.4%	1.5%	7%	14%
Cc1ccc2c(cnn2C(=O)CCC(=O)NCc2cccc(Cl)c2)c1	8%	-12%	-1.0	72	-1.5%	14%	-0.3%	3.5%	-3%	15%
Cc1ccc(S(=O)(=O)NC(CC(C)C)C(=O)N2CCC(C)CC2)cc1 (stereo unspecified)	-6%	-6%	-0.4	30	0.2%	19%	-1.2%	2.9%	-9%	11%
CCOC(=O)N1CCN(C(=O)c2ccc(NS(=O)(=O)c3ccc(C)cc3)cc2)CC1	-3%	15%	0.3	78	0.7%[50 µM]	3%	-0.9%	2.6%	-3%	8%
CCOc1cccc2cc(-c3cn4cc(C)ccc4n3)c(=O)oc12	5%	30%	-1.0	106	4.8%	4%	?	0.4%	8%	10%
COC(=O)c1c(C)c2c(C)cc3ccccn3c-2c1C(=O)OC	6%	26%	-0.5	22	-0.2%	6%	-0.1%	4.1%	>100µM*	16%
O=C1c2cccnc2C(=O)N1Cc1ccco1	-3%	14%	1.6	74	-1.8%	22%	?	1.5%	1%	-6%
COc1cccc(-n2sc3c(c2=S)-c2cc(OC)ccc2NC3(C)C)c1	1%	-15%	11	52	-1.5%	10%	0.1%	-0.2%	-11%	10%
CCN(CC)S(=O)(=O)c1cccc(NC(=O)COC(=O)c2cncc(Br)c2)c1	.	.	-0.7	47	1.5%	.	.	.	-2%	1%
CNC(=O)C(NC(=O)Nc1ccc(C)cc1)C(C)(C)C (stereo unspecified)	1%	8%	-0.4	20	-0.8%	1%	-0.8%	-0.1%	-2%	6%
CCc1ccc(OCc2nnc(SCC(=O)N3CCOCC3)o2)cc1	14%	-2%	0.2	78	0.3%	.	-0.2%	3.2%	-6%	4%
CCCCc1nnc(NC(=O)c2ccc(S(=O)(=O)N3CCOCC3)cc2)s1	.	.	5.0	51	0.3%[50 µM]	.	.	-0.2%	-2%	3%
CCN(CC)c1ccc(NC(=O)Nc2ccccc2C(F)(F)F)cc1	0%	-21%	-1.7	39	0.5%	2%	0.1%	0.9%	12%	11%
COC(=O)c1c(-c2ccco2)csc1NC(=O)C1CC=CCC1C(=O)O (stereo unspecified)	-7%	46%	-0.7	43	0.1%	10%	-0.5%	.	21%	16%
COC(=O)CNC(=O)c1ccccc1	.	.	0.2	88	5.4%	1%	-0.5%	0.9%	-1%	11%
Cc1ccc2nc(SCC(=O)Nc3cc(C)on3)c(C)cc2c1	1%	0%	3.5	53	0.2%	-6%	1.5%	0.0%	-12%	5%
CCCC(C)C(=O)Nc1ccncc1 (stereo unspecified)	4%	8%	1.0	81	0.2%	6%	-0.9%	-0.1%	-6%	6%
CC(Sc1nc2ccccc2s1)C(=O)NC1CCCc2ccccc21 (stereo unspecified)	0%	3%	2.7	58	0.1%	12%	-0.3%	8.0%	3%	11%
Cc1cccc(C)c1N(C(=O)c1ccco1)C(C(=O)NC1CCCC1)c1ccncc1 (stereo unspecified)	4%	7%	0.9	47	-0.4%	8%	0.0%	-0.1%	3%	2%
COc1ccc(N2CCN(C(CNC(=O)CC(C)(C)C)c3ccc4c(c3)OCO4)CC2)cc1 (stereo unspecified)	4%	5%	-0.5	46	0.1%	27%	-1.2%	-1.0%	-6%	166µM*
CCC(C)N(C(=O)Cn1nnc(-c2ccc(Cl)cc2)n1)C1CCS(=O)(=O)C1 (stereo unspecified)	.	.	0.1	54	0.6%[50 µM]	16%	.	-0.4%	-1%	3%
COc1ccc(Cl)c(NC(=O)Nc2c(C)n(-c3ccccc3)c(=O)n2C)c1	2%	16%	-0.1	37	0.5%	11%	0.2%	1.1%	-12%	5%
CC(C)(CCl)C(=O)Nc1ccc(C(F)(F)F)cc1	2%	6%	0.1	37	0.7%	7%	0.4%	1.1%	-10%	5%
CCCCNS(=O)(=O)c1ccc2nc(-c3cccs3)cc(C(=O)NCC(OC)OC)c2c1	16%	28%	-0.2	92	.	6%	-0.8%	1.7%	.	.
Cc1cc(Br)ccc1OCCCCNCCO	5%	-16%	-1.1	81	0.5%	-1%	0.1%	-2.6%	-5%	31%	NS5 inhibitors pilot replicate=0.9
O=C(CSc1cn(Cc2ccccc2)c2ccccc12)Nc1nccs1	-3%	-8%	-1.9	51	-1.8%	3%	-0.4%	0.1%	-2%	15%
COc1ccc(/C=C(\NC(=O)c2ccccc2)C(=O)NCc2ccco2)cc1	2%	10%	0.3	53	0.1%	8%	-0.2%	0.7%	-4%	4%
CCCc1nnc(NC(=O)CCC(=O)N2CCN(Cc3ccc(F)cc3)CC2)s1	-3%	0%	1.3	66	-0.3%	-1%	-0.5%	0.3%	-7%	-9%
Cc1nn(Cc2cccc(C(=O)N3CCCC(C)C3)c2)c(C)c1[N+](=O)[O-] (stereo unspecified)	4%	-18%	-1.0	82	0.7%[50 µM]	4%	-1.4%	7.9%	-6%	6%
COc1cc(SC#N)ccc1N=Cc1c(C)[nH]n(-c2ccc(Cl)cc2)c1=O	12%	10%	18	62	1.2%	17%	-0.1%	0.7%	-2%	8%
O=C(Nc1nc(-c2cc3ccccc3oc2=O)cs1)c1ccc(Br)o1	-2%	26%	4.4	67	0.3%	1%	0.0%	6.7%	-4%	2%
O=C(c1cccnc1)N1N=C2CCCCCC2C1(O)C(F)(F)F (stereo unspecified)	2%	0%	-0.2	37	0.5%	8%	0.2%	1.2%	.	5%
COc1ccc(CSC2=NCCN2)cc1Cl	1%	16%	0.4	55	0.2%	7%	-0.4%	0.5%	1%	5%
Cc1cccc(NC(=O)c2cnn(C)c2)c1C	8%	8%	-0.3	46	2.9%	5%	0.1%	1.2%	-5%	5%
Cc1cccc(-c2onc3ccc(C(=O)/C=C/N(C)C)cc23)c1	4%	12%	4.0	107	-0.4%	12%	0.1%	13%	3%	0%

Screening data deposited in PubChem by several laboratories.
